# tuberculosis growth: growth inhibition of non-replicating M. tuberculosis (AID 488890) | 320,000 tested, 0.39% active | Mycobacterium tuberculosis non-replicating, growth inhibition; higher % means a stronger effect | inhibition, % at 25 µM; hits with a dose series show IC50 in µM; in the data active = a potency from the dose series; inconclusive = inhibition mostly from about 82% at the one dose, without a potency; inactive = the rest, 99 in 100 with inhibition below about 76%;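 also: plate controls were DMSO cells for no effect and high antibiotic wells for full effect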
# H37Rv inhibition: M. tuberculosis growth inhibition, HTS (AID 449762); M. tuberculosis H37Rv growth inhibition, 7H9 media; higher % means a stronger effect; one-dose inhibition, % at 25 µM; IC50 in µM for titrated hits; 330,000 tested, 0.59% active; in the data active = a potency from the dose series; inconclusive = inhibition above about 70% without an active follow-up result;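 also: bacterial growth assessed after seven days of incubation; strong numbers were not always called active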
# PhoP GFP inhibition: PhoP regulon inhibitors, Salmonella typhi PhoP promoter GFP reporter, confirmatory (AID 1850). Salmonella Typhi PhoP-promoter GFP reporter, fluorescence, 4 h; higher % means a stronger effect. inhibition, % at 50 µM, or IC50 in µM where a hit was titrated. 310,000 tested, 0.33% active; in the data active = a potency from the dose series; inconclusive = inhibition mostly from about 25% at the one dose, without a potency; inactive = the rest, 99 in 100 with inhibition below about 19%;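 also: 0% = induced wells with vehicle and 100% = uninduced wells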
# VEEV TC-83 Vero: inhibitors of VEEV TC-83 cytopathic effect, confirmation, Vero cells (AID 588727) | Vero cells, VEEV TC-83 cytopathic effect inhibition; higher % means a stronger effect | inhibition, % at 20 µM; hits with a dose series show IC50 in µM | 350,000 tested, 0.13% active; in the data active = a potency from the dose series; inconclusive = inhibition mostly from about 14% at the one dose, without a potency; inactive = the rest, 99 in 100 with inhibition below about 12%; also: strong numbers were not always called active
# H1N1 NS1A inhibition: H1N1 influenza NS1A inhibitors, functional cell based assay (AID 504329) | 340,000 tested, 0.3% active | NS1A functional cell-based assay, percent inhibition; higher % means a stronger effect | one-dose inhibition, % at 12.5 µM; IC50 in µM for titrated hits; in the data active = a potency from the dose series; inconclusive = inhibition above about 27% without an active follow-up result; also: strong numbers were not always called active
# VEEV TC-83 Vero 10K pilot screen: recorded beside VEEV TC-83 Vero, whose call it bears; inhibition, %; measured here: 10K pilot screen inhibition
# * hit, by the source's call; i = inactive; ? = inconclusive; nt = no result given; & = joins results of further samples.
SMILES,tuberculosis growth,H37Rv inhibition,PhoP GFP inhibition,VEEV TC-83 Vero,H1N1 NS1A inhibition,others
O=C(COC(=O)c1ccc([N+](=O)[O-])s1)c1ccc[nH]1,?,?,nt,i,1%,
CN(CC(=O)Nc1ccccc1Cl)C(=O)c1ccc(COc2ccccc2)cc1,6%,26%,1%,7.1%,-4%,
Cc1ccc(NC(=O)COc2ccc(C(=O)NCCc3ccccc3)cc2)cc1,50%,-1%,-10%,nt,nt,
COc1ccc2nc(-c3ccc(F)cc3)sc2c1,7%,?,-9%,0.2%,-4%,VEEV TC-83 Vero 10K pilot screen=0.9
O=C(NCCc1ccccc1)c1cc(-c2ccc3c(c2)OCO3)on1,8%,1%,-7%,9.6%,-3%,
Cc1cccc(NC(=O)CCC(=O)N/N=C/c2ccc(O)cc2O)c1,8%,11%,-10%,0.2%,-2%,
Cc1ccccc1-c1nc(CS(=O)(=O)CC(=O)N2CCOCC2)c(C)o1,-2%,2%,0%,0.0%,2%,
COc1ccc(-c2noc(N3CCC(C(=O)Nc4cccc(OC)c4)CC3)n2)cc1,63%,-2%,-6%,6.9%,-19%,
CCCC[n+]1ccn(-c2nc3ccccc3nc2[N-]S(=O)(=O)c2cccs2)c1,?,?,11%,10%,-19%,
C=C(C)c1cccc(C(C)(C)NC(=O)Nc2ccc(OC)nc2)c1,12%,4%,-10%,0.5%,-4%,
O=C(Cc1cc(=O)[nH][nH]1)N/N=C/c1cccc(Cl)c1Cl,-1%&-36%,1%&-1%,2%&-6%,0.6%&1.1%,13%&3%,
NS(=O)(=O)c1ccc(NC(=S)NCc2ccccc2Cl)cc1,24%,2%,2%,1.2%,2%,
COC(=O)c1cc(-c2cccc(OC)c2)n[nH]1,5%,-3%,-8%,6.0%,1%,
O=C(NC(CC(=O)N1CCN(c2ccccc2)CC1)c1ccccc1)c1ccccc1Cl (centres undefined),38%,0%,7%,10%,-8%,
O=C(c1ccco1)N1CCN=C1SCc1cccc(F)c1,16%,-5%,3%,1.5%,0%,
Cn1c(=O)c(=O)n(C)c2cc(S(=O)(=O)N3CCCC3C(=O)NCc3cccnc3)ccc21 (centres undefined),2%,-6%,-10%,0.9%,-13%,
Cn1c(SCC(=O)NNC(=S)Nc2ccccc2)nnc1-c1ccccc1,-20%,-16%,2%,4.2%,-23%,
C/C(=N/NC(=S)Nc1ccccc1)c1ccc2c(c1)OCO2,?,?,5%,0.1%,-4%,
CN(C)S(=O)(=O)c1cccc(NC(=O)c2n[nH]c(=O)c3ccccc23)c1,-1%,0%,-29%,0.8%,7%,
O=C(CN1CCN(C(=O)CNC(=O)c2ccc3c(c2)OCO3)CC1)Nc1ccccc1Cl,5%,-9%,nt,2.4%,-3%,
CCN(CC)C(=O)NCc1c(C)cc(C)cc1C,-18%,-8%,-3%,1.2%,6%,
O=C(NC(=S)Nc1ccc(S(=O)(=O)Nc2nccs2)cc1)C1CC1,nt,9%,7%,1.3%,-12%,
CCc1cc(=O)[nH]c(SCC(=O)N2CCC(Cc3ccccc3)CC2)n1,45%,2%,-3%,3.2%,-4%,
Cc1cc(C(=O)N=Nc2c(O)n(C(C)C)c3ccccc23)n[nH]1,2%,-1%,-8%,8.0%,9%,
O=C(NNC(=O)c1csc(-c2cccnc2)n1)c1ccccc1,12%,-5%,7%,0.7%,8%,
O/C(=C\c1ccc2ccccc2n1)c1ccncc1,-8%,7%,6%,0.7%,10%,
CCCn1c(=O)c2ccccc2n2c(SCC(=O)Nc3cc(C)on3)nnc12,0%,-7%,11%,6.3%,-6%,
Cc1cc(C)cc(NC(=O)CSc2nc(=O)n(CCCN3CCOCC3)c3c2CCCC3)c1,12%,-6%,12%,7.8%,-4%,
Nc1sc2c(c1C(=O)NC1CC1)CCCC2,15%,5%,nt,3.0%,4%,
Cc1nn(Cc2ccc(C(=O)N3CCCC3)o2)c(C)c1[N+](=O)[O-],nt,nt,nt,2.8%,-7%,

# Random excerpt: 3 compounds from above, in no set order.
SMILES,tuberculosis growth,H37Rv inhibition,PhoP GFP inhibition,VEEV TC-83 Vero,H1N1 NS1A inhibition,others
CCN(CC)C(=O)NCc1c(C)cc(C)cc1C,-18%,-8%,-3%,1.2%,6%,
O/C(=C\c1ccc2ccccc2n1)c1ccncc1,-8%,7%,6%,0.7%,10%,
Nc1sc2c(c1C(=O)NC1CC1)CCCC2,15%,5%,nt,3.0%,4%,

# Going on with the list:
SMILES,tuberculosis growth,H37Rv inhibition,PhoP GFP inhibition,VEEV TC-83 Vero,H1N1 NS1A inhibition,others
COC1(OC)N=C(N)C2(C#N)C(c3ccc4c(c3)OCO4)C12C#N (centres undefined),2%,2%,7%,4.8%,10%,
CCN1C(=O)c2cccc3c(NC(=O)C4CCCCC4)ccc1c23,18%,4%,-4%,0.0%,7%,
CC1CN(S(=O)(=O)c2cccc3nsnc23)CC(C)O1 (centres undefined),-6%,0%,-2%,0.5%,-7%,
CCCCOc1ccc(NC(=O)c2cnc(C)cn2)cc1,77%,?,6%,1.5%,1%,
O=Cc1ccc(-c2ccc(C(=O)O)cc2)o1,-8%,-3%,4%,1.3%,4%,
Nc1ccc(C(=O)OCC(=O)Nc2ccc3c(c2)OCO3)cc1[N+](=O)[O-],-1%,4%,10%,1.8%,-1%,
O=C(Nc1cc(C(F)(F)F)ccc1Cl)c1cc(C2CC2)on1,0%,5%,8%,1.6%,-2%,
COc1ccc(C(=O)COC(=O)c2sc(C)nc2C)cc1Cl,-8%,7%,nt,3.1%,-7%,
COC(=O)c1ccccc1C(=O)N1CCCC(C(=O)c2cc(F)ccc2F)C1 (centres undefined),-3%,-3%,9%,0.1%,3%,
CCCC(=O)Nc1nnc(-c2cccc(OCC)c2)s1,1%,4%,-3%,4.0%,11%,
CC(C)CNC(=O)c1c2c(nc3ccccc13)-c1ccccc1CC2,1%,-1%,-3%,5.5%,-3%,
COc1ccc(NC(=O)CCNS(=O)(=O)c2cccc(C(C)=O)c2)cc1S(N)(=O)=O,0%,0%,-2%,0.1%,7%,
O=C(NCC1CCCO1)c1cccc(S(=O)(=O)NCc2ccccc2)c1 (centres undefined),-4%,1%,-4%,i,-10%,
Cc1[nH]n(-c2ccccc2)c(=O)c1C=Nc1ccc(S(=O)(=O)N(C)C)cc1,-4%,2%,-11%,0.4%,7%,
COc1ccc(-c2cc(C3CCN(CC(O)C(F)(F)F)CC3)[nH]n2)cc1 (centres undefined),-4%,8%,0%,2.9%,1%,
Cn1c(N)c(C(=O)COC(=O)COc2cc(Cl)c(Cl)cc2Cl)c(=O)n(C)c1=O,6%,-1%,nt,i,-16%,
c1ccc(C2=Nc3c(ccc4ccccc34)C(c3ccncc3)=NN2)cc1,9%,27%,10%,7.8%,25%,
O=C(NCc1ccccc1F)c1cc(=O)[nH]c2ccccc12,-17%,1%,13%,0.1%,1%,
CCn1c(SCc2ccc(F)cc2)nc2ccccc2c1=O,19%,69%,-15%,i,2%,
O=C(c1cccc(F)c1)N1CCC(O)(c2cccnc2)CC1,44%,2%,4%,0.1%,6%,
COc1ccnc(Oc2ccc(F)cc2)c1C#N,-2%,-2%,-7%,1.7%,nt,
Cc1ccc(NS(=O)(=O)c2cccc(C(=O)N3CCCCC3)c2)cc1,-2%,2%,nt,i,-12%,
CCOC(=O)c1cc2c(=O)n3cccc(C)c3nc2n(Cc2ccco2)c1=NC(=O)c1cccnc1,nt,nt,nt,7.5%,7%,
CC1CCN(C(=O)c2[nH]cnc2C(=O)NCC(=O)OCc2ccccc2)CC1,27%,2%,-4%,0.9%,-20%,VEEV TC-83 Vero 10K pilot screen=1.1
CNc1nc(NCc2ccccc2)nc(N)c1[N+](=O)[O-],12%,11%,1%,3.9%,-1%,
O=C(O)COc1ccccc1/C=C1\SC(=S)N(NC(=O)c2ccccc2O)C1=O,-11%,2%,-52%,0.2%,-9%,
CCc1cccc(NS(=O)(=O)c2ccc3c(c2)oc(=O)n3C)c1,14%,1%,2%,i,-2%,
O=C(CSc1nnc(-c2ccccc2)c2ccccc12)NCC1CCCO1 (centres undefined),11%,0%,12%,2.3%,5%,
Cc1ccc(-n2cc[nH]c2=S)c(C)c1,8%,-5%,-3%,1.2%,nt,
NC(=O)NCc1cccs1,-13%,-3%,6%,0.5%,-5%,
CCOc1ccc(C(=O)CN2CCN(S(=O)(=O)c3ccc(OC)cc3)CC2)cc1,4%,-2%,6%,2.5%,-7%,
CCOCCc1nnc(NC(=O)CN2C(=O)c3ccccc3C2=O)s1,9%,7%,2%,0.1%,-7%,
CCc1nc2sc3ccccc3c(=O)c2c(=O)n1Cc1ccco1,32%,-1%,-3%,5.3%,20%,
O=S(=O)(N1CCCCC1)N1CCN(CC(O)COc2ccc3cc(Br)ccc3c2)CC1 (centres undefined),1%,0%,3%,i,-14%,
Cc1ccc(C(=O)Oc2cc(N)n(S(=O)(=O)c3ccc(C)cc3)n2)cc1,59%,1%,-3%,1.5%,7%,
O=S(=O)(NCCC1=CCCCC1)c1ccc(OC(F)(F)F)cc1,28%,2%,10%,0.5%,-11%,
COc1ccc(-n2nc(C(=O)NCC(=O)NCc3ccco3)c3ccccc3c2=O)c(OC)c1,-13%,2%,3%,3.3%,-7%,
C=CCOc1c(CNc2cccc(C(=O)O)c2)cccc1OCC,-2%,4%,0%,1.7%,1%,
CSc1nc2ccccc2cc1/C=C(\C#N)c1ccccc1,0%,9%,-6%,9.5%,6%,
O=C(NCc1ccc(F)cc1)C1CCN(S(=O)(=O)c2cccc3nonc23)CC1,0%,-1%,-13%,0.7%,-6%,
CCC(=O)c1ccc(OCC(O)CNCCc2ccc(Cl)cc2)cc1 (centres undefined),70%,9%,45%,i,2%,
O=C1CC(N2CCC(Cc3ccccc3)CC2)C(=O)N1CCc1ccccc1 (centres undefined),?,-6%,-3%,1.9%,-4%,
CC(C)(C)NC(=O)C(c1cccs1)N(Cc1cccs1)C(=O)c1ccc(CN2CCOCC2)o1 (centres undefined),11%,-4%,6%,2.0%,nt,
CN(C)S(=O)(=O)N1CCN(c2ccc([N+](=O)[O-])c(N3CCOCC3)c2)CC1,-12%,-7%,2%,1.5%,-2%,
CCn1c(CCCNC(=O)c2ccc(F)cc2)nc2ccccc21,-6%,-3%,-4%,i,3%,
CC(=O)c1ccc(OCC(=O)c2cc(C)n(-c3ccc4c(c3)OCO4)c2C)cc1,0%,-1%,-5%,2.4%,5%,
Cc1ccc(S(=O)(=O)N(CC(=O)NCC2CCCO2)Cc2cccc(C)c2)cc1 (centres undefined),-1%,-9%,-3%,3.4%,16%,
COc1cc(/C=C2\SC(N)=NC2=O)ccc1OCC(=O)Nc1ccc(C)cc1,62%,3%,-3%,2.4%,0%,
CC1(C)Cc2cccc(OCC(=O)Nc3ccccc3C(F)(F)F)c2O1,45%,-2%,-5%,4.6%,2%,
O=C(Cn1ccc2ccccc2c1=O)NCC(=O)N1CCN(c2ccc(F)cc2)CC1,-7%,14%,-2%,i,-3%,

# Entries listed so far containing an aryl methoxy group (11):
SMILES,tuberculosis growth,H37Rv inhibition,PhoP GFP inhibition,VEEV TC-83 Vero,H1N1 NS1A inhibition,others
COc1ccc2nc(-c3ccc(F)cc3)sc2c1,7%,?,-9%,0.2%,-4%,VEEV TC-83 Vero 10K pilot screen=0.9
COc1ccc(-c2noc(N3CCC(C(=O)Nc4cccc(OC)c4)CC3)n2)cc1,63%,-2%,-6%,6.9%,-19%,
C=C(C)c1cccc(C(C)(C)NC(=O)Nc2ccc(OC)nc2)c1,12%,4%,-10%,0.5%,-4%,
COC(=O)c1cc(-c2cccc(OC)c2)n[nH]1,5%,-3%,-8%,6.0%,1%,
COc1ccc(C(=O)COC(=O)c2sc(C)nc2C)cc1Cl,-8%,7%,nt,3.1%,-7%,
COc1ccc(NC(=O)CCNS(=O)(=O)c2cccc(C(C)=O)c2)cc1S(N)(=O)=O,0%,0%,-2%,0.1%,7%,
COc1ccc(-c2cc(C3CCN(CC(O)C(F)(F)F)CC3)[nH]n2)cc1 (centres undefined),-4%,8%,0%,2.9%,1%,
COc1ccnc(Oc2ccc(F)cc2)c1C#N,-2%,-2%,-7%,1.7%,nt,
CCOc1ccc(C(=O)CN2CCN(S(=O)(=O)c3ccc(OC)cc3)CC2)cc1,4%,-2%,6%,2.5%,-7%,
COc1ccc(-n2nc(C(=O)NCC(=O)NCc3ccco3)c3ccccc3c2=O)c(OC)c1,-13%,2%,3%,3.3%,-7%,
COc1cc(/C=C2\SC(N)=NC2=O)ccc1OCC(=O)Nc1ccc(C)cc1,62%,3%,-3%,2.4%,0%,

# Screens (PubChem BioAssay)
